APEX1 inh: blocks human APE1 abasic DNA cleavage. P27695. Potency, µM (highest dose often 65.8 µM), for the others: at the top dose activity change, negative = inhibition, hits mostly inhibitors. 350,000 compounds, 0.35% hits. recombinant APE1, TAMRA/BHQ-2 abasic DNA cleavage fluorescence;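 further: potency means the concentration at half of the fitted maximal effect; plate controls were vehicle for no effect and reference inhibitor for full effect; nearly all actives have a fitted effect of over 55% in size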
Target sequence (P27695 whole entry, looked up): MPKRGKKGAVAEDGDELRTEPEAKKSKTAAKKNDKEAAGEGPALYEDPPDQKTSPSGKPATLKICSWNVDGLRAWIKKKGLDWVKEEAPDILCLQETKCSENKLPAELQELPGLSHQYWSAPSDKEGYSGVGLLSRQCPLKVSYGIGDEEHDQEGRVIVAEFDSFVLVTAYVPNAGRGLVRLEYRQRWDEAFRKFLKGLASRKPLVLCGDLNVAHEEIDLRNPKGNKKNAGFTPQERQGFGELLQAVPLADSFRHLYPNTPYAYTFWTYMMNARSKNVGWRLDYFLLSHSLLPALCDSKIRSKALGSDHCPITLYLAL
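Activity was derived from the fluorescence gain between first and third kinetic reads (60 s intervals, ex 525/em 598 nm) after 50 nM THF-abasic TAMRA/BHQ-2 duplex was added to 0.75 nM APE1 preincubated 15 min with compound.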
POLB inh: blocks human DNA polymerase beta activity; Pol beta primer extension/strand displacement, fluorescence kinetic; Potency, µM (series often up to 114 µM), inactives show at the highest dose activity change, negative = inhibition, actives largely listed as inhibitors; 340,000 compounds, 1.3% hits; AID 485314; further: potency means the concentration at half of the fitted maximal effect; on the % scale 0 is the no-effect control and ±100 the full control effect
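Human Pol beta at 10 nM; strand-displacement substrate 50 nM final. Compound exposure 15 min at room temperature before start, reaction 10 min at room temperature.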
Pol kappa inh: DNA polymerase kappa (human) inhibition; purified Pol kappa, fluorescent DNA synthesis assay, 10 min; 400,000 compounds, 0.53% hits; Potency, µM (titrated, usually from 107 µM), for inactives: at the top dose activity, negative = inhibition, most hits filed as inhibitors; Q9UBT6; further: potency means the concentration at half of the fitted maximal effect; on the % scale 0 is the no-effect control and ±100 the full control effect
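Kinetic fluorescence screen: compound preincubated 15 min RT with 10 nM enzyme; 50 nM substrate (final) initiates; reads at 0/10 min.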
GRP78 ERSR act: induces the endoplasmic reticulum stress response in human glioma cells; U87-MG GRP78 promoter luciferase reporter, 16 h; Potency, µM, for the others: top-dose activation, actives largely listed as activators; 420,000 compounds, 0.02% hits; AID 602332; further: potency means the concentration at half of the fitted maximal effect; series mostly up to about 76 µM; % of control where 0% means no effect; nearly all actives have a fitted effect of over 35% in size
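Stably transfected U87-MG human glioma cells carrying a GRP78-based luminescent sensor were seeded at 1000 cells/well, pin-dosed with compounds and incubated 16 h. Luciferase reagent was then added, and end-point luminescence was read after 10 min at room temperature.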
POLH inh: inhibitors of human DNA polymerase eta; Q9Y253; Potency, µM (top dose mostly 114 µM), for the others: at the highest dose activity change, negative = inhibition, most hits filed as inhibitors; 390,000 compounds, 1.2% hits; recombinant Pol eta, fluorescent DNA replication assay; further: potency means the concentration at half of the fitted maximal effect; on the % scale 0 is the no-effect control and ±100 the full control effect
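Pol eta (10 nM) was preincubated with compounds for 15 min at room temperature, after which fluorescent replication substrate (50 nM final) was added to start the reaction. Fluorescence was read kinetically at 0 and 10 min.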
LDHA block: inhibitors of human lactate dehydrogenase A | purified LDHA, NADH/diaphorase-resazurin fluorescence; hits give low values | 480,000 compounds, 0.15% hits | P00338 | activity change, % (values are at about 110 or 230 µM); in the data active means activity change below about -30%; inconclusive means mostly about -25% to -30%;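 further: plate controls were DMSO wells for no effect and wells without enzyme for full effect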
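LDH5 2 nM; NADH 0.06 mM, pyruvate 0.2 mM; 200 mM Tris pH 7.4, EDTA, Tween-20; 5 min RT. Detection: diaphorase 0.133 mg/mL + resazurin 37 µM, fluorescence ex540/em590 at 0 and 20 min; normalized to enzyme-free and DMSO wells.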
POLI inh: blocks human DNA polymerase iota activity. Q9UNA4. Pol iota fluorescent replication assay, 10 min. Potency, µM (top dose mostly 115 µM), without a hit: top-dose activity, negative = inhibition, hits mostly inhibitors. 390,000 compounds, 1% hits; further: potency means the concentration at half of the fitted maximal effect
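Pol iota at 10 nM preincubated 15 min with compounds at room temperature; reaction started with fluorescent substrate, 50 nM final. Fluorescence read kinetically at 0 and 10 min; buffer-only wells as negative control.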
Anesthetic bind: candidate novel general anesthetic via apoferritin binding | 350,000 compounds, 0.074% hits | Potency, µM (doses to about 77.5 µM), without a hit: at the highest dose activity change, negative = displacement, actives largely listed as inhibitors | apoferritin/1-aminoanthracene competitive binding, fluorescence | AID 485281 | P02791; further: potency means the concentration at half of the fitted maximal effect; on the % scale 0 is the no-effect control and ±100 the full control effect; nearly all actives have a fitted effect of over 20% in size
Target sequence (P02791 2-175 limits assumed): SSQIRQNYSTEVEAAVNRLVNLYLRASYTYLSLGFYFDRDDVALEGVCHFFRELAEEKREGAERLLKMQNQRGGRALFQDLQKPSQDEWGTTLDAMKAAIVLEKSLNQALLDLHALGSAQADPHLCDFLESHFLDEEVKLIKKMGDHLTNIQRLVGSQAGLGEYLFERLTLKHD
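Probe: 1-aminoanthracene (50% saturated, PBS). Protein: horse-spleen apoferritin, 10 uM. Incubation: 10 min, room temperature. Detection: 380 nm excitation, 535 nm emission. Analysis: normalized response, four-parameter Hill.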
BLM inh: inhibitors of human Bloom syndrome helicase BLM | P54132 | recombinant BLM DNA unwinding, fluorescence dequenching | Potency, µM (top dose mostly 56.1 µM), for the others: at the highest dose activity change, negative = inhibition, most hits filed as inhibitors | 350,000 compounds, 0.2% hits;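 further: potency means the concentration at half of the fitted maximal effect; plate controls were vehicle for no effect and no enzyme for full effect; nearly all actives have a fitted effect of over 35% in size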
An asterisk follows results filed as active; ? = inconclusive; . = not tested or not shown; & = joins results of further samples; [ ] = remark or other dose. Unless noted, the call rests on the fitted dose curve; in most records, active means well fitted curve in the direction sought with a large enough effect; inconclusive means small, poorly fitted or top-dose-only effect, or another doubt; inactive means no such curve, though single readings can be large; an effect the other way counts as inactive or inconclusive. An excerpt. The share of hits here may be higher or lower than overall.

SMILES	APEX1 inh	POLB inh	Pol kappa inh	GRP78 ERSR act	POLH inh	LDHA block	POLI inh	Anesthetic bind	BLM inh
O=C(O)c1cc(-c2cccc3ccccc23)nc2ccccc12	28%	3%	-5%	-4%	-19%	-10	-25%	6%	1%
Cn1c(N)c(C(=O)COC(=O)c2ccc(Cl)c(S(=O)(=O)N3CCCC3)c2)c(=O)n(C)c1=O	27%	3%	2%	0%	-14%	-2	71%[activator]	1%	0%
CC(C)Cc1ccc(CN2CCCC(NC(=O)c3ccoc3)C2)cc1 (stereo unspecified)	36%	1%	-5%	-4%	-17%	-1	16%	?	-5%
CCN(CC)C(=O)Cn1cc(C(=O)C(=O)N2CCN(c3ccc([N+](=O)[O-])cc3)CC2)c2ccccc21	25%	-1%	-9%	-4%	-14%	9	18%	?	-3%
O=C(OCC(=O)N(Cc1ccccc1)C1CCS(=O)(=O)C1)c1cc2c(s1)CCCC2 (stereo unspecified)	-2%	-22%	-17%	-3%	-16%	-3	-2%	-2%	-5%
CC(C)Oc1ccc(C(=O)NC2CCCCC2)cc1	-29%	85%	-3%	-1%	-14%	-4	1%	-7%	-1%
CC(=O)/C(N=Nc1cc2c(c([N+](=O)[O-])c1C)C(C)(C)CC2(C)C)=C(\C)O	-6%	12%	-5%	-3%	-11%	-9	162%[activator]	-18%	-6%
O=C1Nc2cccnc2Sc2ccccc21	1%	9%	-3%	-2%	-2%	2	21%	-7%	-4%
CSc1cccc(NC(=S)N(CCCN2CCC(C)CC2)Cc2cccs2)c1	-4%	-28%	-3%	-4%	-15%	-11	5%	-9%	-3%
C=CCN(CC=C)Cc1cc(=O)n2c(-c3ccccc3)csc2n1	2%	-13%	-6%	3%	-2%	-2	3%	-22%	-3%
COc1cc(OC)nc(NC(=O)COC(=O)C2CCCCC2)n1	12%	25%	-6%	-5%	-17%	-2	-5%	?	-1%
CCOC(=O)C1=C(C)NC(=O)NC1/C(C)=C/c1ccccc1 (stereo unspecified)	0%	26%	-12%	-4%	-5%	1	11%	-2%	-2%
O/N=C/c1ccnc(SCc2ccc(Cl)cc2)n1	-4%	9%	-5%	4%	-11%	1	62%[activator]	-9%	-9%
COc1ccc(NC(=O)N2CCN(c3cccc(C(F)(F)F)c3)CC2)cc1	-2%	-2%	0%	-2%	-8%	6	10%	-2%	-2%
COc1cc2c(cc1OC)C(c1ccccc1F)OC(=O)C2 (stereo unspecified)	13%	9%	1%	-6%	-20%	5	-4%	6%	-13%
O=C(Nc1c(C(=O)C2CC2)oc2ccccc12)c1ccc(Cl)cc1	-2%	19%	3%	-1%	-22%	1	3%	-9%	2%
Cn1c(=O)[nH]c(=O)c2c1nc(Sc1nc3ccccc3s1)n2Cc1ccccc1	-3%	-2%	2%	1%	-15%	-3	4%	-10%	-2%
CCOc1ccccc1Nc1nc2ccccc2n2cnnc12	?	1%	-2%	-4%	-18%	-8	16%	-5%	-16%
CCCCOc1ccc(C2CC(=O)N(C)C2=O)cc1 (stereo unspecified)	5%	-2%	-9%	7%	4%	-1	1%	-19%	-3%
CCN(CC)C(=O)CSc1nc2c(sc(=S)n2-c2ccccc2)c(=O)n1-c1ccc(OC)c(OC)c1	-27%	8%	16%	9%	-17%	4	7%	-7%	-2%
Cc1ccc(S(=O)(=O)N2CC(O)C[C@H]2C(=O)OCC(=O)Nc2ccc(N3CCOCC3)cc2)cc1C (stereo partly specified)	1%	.	-4%	1%	-18%	-3	48%[activator]	.	.
COc1cc(C(=O)Nc2nnc(S(=O)(=O)N(C)c3ccccc3)s2)cc(OC)c1OC	.	-23%	-9%	21%	-12%	-4	-6%	-8%	0%
O=c1cc(COc2ncnc3ccccc23)nc2sccn12	-10%	?	-26%	-3%	-7%	-6	28µM*	-5%	-16%
COc1ccc(CNS(=O)(=O)c2cccc(S(=O)(=O)N3CCOCC3)c2)cc1	-4%	3%	-3%	-4%	-10%	-2	-3%	-7%	-3%
O=C(Cn1cccn1)N1CCCC(N2CCN(Cc3ccc4c(c3)OCO4)CC2)C1 (stereo unspecified)	72%[activator]	2%	2%	-1%	-4%	-6	-23%	0%	1%

By substructure, the entries above containing fluorine (2)
SMILES	APEX1 inh	POLB inh	Pol kappa inh	GRP78 ERSR act	POLH inh	LDHA block	POLI inh	Anesthetic bind	BLM inh
COc1ccc(NC(=O)N2CCN(c3cccc(C(F)(F)F)c3)CC2)cc1	-2%	-2%	0%	-2%	-8%	6	10%	-2%	-2%
COc1cc2c(cc1OC)C(c1ccccc1F)OC(=O)C2 (stereo unspecified)	13%	9%	1%	-6%	-20%	5	-4%	6%	-13%

POLI inh: hit marks shown above
compound,APEX1 inh,POLB inh,Pol kappa inh,POLH inh,POLI inh,BLM inh
O=c1cc(COc2ncnc3ccccc23)nc2sccn12,-10%,?,-26%,-7%,28µM*,-16%

(further entries)
SMILES	APEX1 inh	POLB inh	Pol kappa inh	GRP78 ERSR act	POLH inh	LDHA block	POLI inh	Anesthetic bind	BLM inh
COc1ccc(/C=C/C(=O)Nc2c(C)nn(C)c2C)cc1COc1ccc(Br)cc1	11%	2%	-9%	-5%	-18%	-2	22%	-11%	5%
Cc1cc(C)c(S(=O)(=O)N2CCCC2=O)cc1N(C)S(C)(=O)=O	-9%	23%	14%	-2%	2%	-6	9%	-3%	-2%
CC(C)n1cc(CN2CCC(C(=O)Nc3ccc(Oc4ccccc4F)cc3)CC2)cn1	83%	-2%	5%	-6%	-17%	0	28%	-22%	0%
CCOC(=O)C1(CCCc2ccccc2)CCN(C(=O)c2cc(C)nn2CC)CC1	10%	-22%	0%	-5%	-4%	-2	-4%	-9%	-2%
O=C(c1ncc[nH]1)c1ccccc1Cl	6%	-1%	9%	-1%	-5%	2	19%	-5%	-5%
COc1cccc(Oc2ccc(N/C=C/C(=O)C(C)(C)C)cc2)c1	10%	?	-17%	4%	-9%	6	-21%	-19%	2%
Cc1ccc(F)cc1NC(=O)N1CCN(C2c3ccccc3-c3ccccc32)CC1	-2%	7%	6%	2%	-22%	-1	13%	8%	-10%
COCCn1c(SCc2ccccc2Cl)nc2c1c(=O)[nH]c(=O)n2C	2%	5%	-10%	-4%	-2%	-11&4	11%	-21%	-4%
COC(=O)Cc1c(C)c2cc3c(c(C)c2oc1=O)OCN(CCc1ccc(OC)cc1)C3	.	2%	0%	2%	5%	3	12%	520%[activator]	-8%
O=C(O)CCCNC(=O)/C=C/c1ccco1	?	2.8µM*	50µM*	-3%	4µM*	-4	?	2%	3%
Cc1ccc(S(=O)(=O)c2nc(-c3ccco3)oc2SCC(C)C)cc1	.	-9%	1%	-4%	-8%	1	-22%	-12%	-9%
CC/C(=N\NC(=O)c1ccc(CN(C)S(=O)(=O)c2ccc(C)cc2)cc1)c1ccc(OC(F)F)cc1	4%	13%	-5%	-1%	3%	-12	-16%	-15%	-2%
COC(=O)c1cc(S(=O)(=O)N2CCCC(C)C2)cn1C (stereo unspecified)	11%	27%	-22%	-7%	-2%	-5	37%[activator]	3%	1%
Cc1ccc(C(C)C)c(OCC(O)CNC2CCCC2)c1 (stereo unspecified)	14%	20%	10%	-2%	-19%	-1	28%	-11%	1%
CCCNS(=O)(=O)c1ccc(OCC(=O)N2CCC(C(=O)OCC)CC2)cc1	-7%	-1%	-7%	-2%	-12%	1	19%	-7%	-1%
CCOc1ccc(S(=O)(=O)N2CCOCC2)cc1NC(=O)CSC(=S)N1CCCC1	22%	.	-11%	-4%	-9%	0	10%	.	.
CCOc1ccccc1N1CSC2=C(C#N)C(c3c(OC)ccc4ccccc34)CC(=O)N2C1 (stereo unspecified)	-4%	-16%	?	-3%	-18%	14	-5%	-17%	-8%
Nc1n[nH]c(-c2ccccc2)n1	19%	26%	-4%	-3%	-11%	-3	26%	-9%	-2%
Cc1ccc(NC(=O)CSc2nc(=O)n(CCCN(C)C)c3c2CCC3)cc1F	.	36%	-4%[60.1 µM]	-4%	-1%	-4	-20%	1%	6%
CCOC(=O)c1c(C)n(C)c2ccc(OC)c(NC(=O)CCN3CCC(Cc4ccccc4)CC3)c12	7%	-6%	?	1%	-22%	-4	-2%	-15%	4%
Cc1ccnc2nc(C(=O)OCC(=O)Nc3ccc4c(c3)OCCO4)nn12	-8%	.	2%	4%	-9%	1&1	27%	.	.
OC1CCN(Cc2cccc(Oc3ccccc3)c2)CC1	1%	-2%	-3%	3%	-11%	1	3%	-18%	3%
O=C(CNC(=O)c1cc(=O)[nH]c2ccc(S(=O)(=O)N3CCOCC3)cc12)Nc1ccc(F)c(F)c1	.	.	2%	2%	-16%	1	17%	.	.
CN1/C(=C\C(=O)Nc2cccnc2)c2ccccc2CC1(C)C	20%	35%	-13%	-1%	-14%	-5	-13%	-4%	-2%
CC(C)CN1C(=O)/C(=C/c2cccs2)NC1=S	-7%	-1%	-8%	-4%	-20%	-3	-13%	-14%	-5%
(continued)
SMILES	APEX1 inh	POLB inh	Pol kappa inh	GRP78 ERSR act	POLH inh	LDHA block	POLI inh	Anesthetic bind	BLM inh
CCc1nnc(NC(=O)c2cccnc2SC)s1	-1%	2%	-24%	-1%	-9%	-7	-18%	1%	-2%
Cc1sc(NC(=O)c2ccc(F)cc2)c(CN2CCCCCC2)c1C	-1%	1%	-1%	-2%	-11%	-3	14%	-7%	-8%
CCOC(=O)N1CCC(NC(=O)C2CCCN(C(=O)c3cc4sccc4n3C)C2)CC1 (stereo unspecified)	-5%	3%	-19%	-3%	-8%	-7	8%	-8%	1%
CN(CC(=O)NCC1CCCCC1)CC(=O)Nc1ccc(F)cc1	-5%	.	-1%	-1%	-14%	-3	12%	.	.
Oc1[nH]c2ccccc2c1N=Nc1cccc(Cl)c1	1%	2%	-15%	?	-11%	-1	32%[activator]	-4%	-5%
Cc1nc2ccc(S(=O)(=O)N(C)CC(=O)Nc3ccc(Br)c(C)c3)cc2s1	.	4%	-18%	.	.	-13	34%[activator]	-13%	-4%
CN(C)C(CNC(=O)c1ccco1)c1cccs1 (stereo unspecified)	-1%	.	-9%	4%	-6%	-1	61%[activator]	.	.
CC(=O)N1CCC(N2CCN(c3ccccc3F)CC2)CC1	-1%	33%	-2%	-6%	0%	-6	-18%	-6%	0%
